Bioassay records deposited in PubChem BioAssay by several laboratories.
MT stabilize HCS = stabilizes microtubules in HeLa cells. HeLa tubulin immunostaining HCS, 24 h; share of cells brighter than vehicle mean+2SD. % tubulin-high responders, % at 10 µM. hit rate 0.83% among 200,000. AID 2205;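 active means plate Z-score above 3 for both tubulin-high and condensed-nucleus cell shares, with cell loss under 80%, at 10 µM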;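 further: anti alpha tubulin signal scored within the nucleus-defined area of each cell; some results filed as inactive read as strong as hits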
UTI89 phage lysis = inhibition of K1F phage lysis, E. coli UTI89, bacterial capsule biogenesis inhibitors, alamar blue (AID 488966); E. coli UTI89 K1F phage lysis, alamar blue, 2 h; higher % means a stronger effect; one-dose inhibition, % at 100 µM; IC50 in µM for titrated hits; hit rate 0.02% among 340,000;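 active means phage lysis inhibition, versus mean bacterial control, above a set limit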;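 further: capsule biogenesis inhibitors block K1F phage lysis so surviving cells raise fluorescence; higher fluorescence means more inhibition of phage lysis; actives were called in the ten point dose series up to 300 µM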
Insulin prom up = MIN6 insulin promoter up-regulation; hit rate 0.3% among 190,000; z-score at 5 µM; AID 1625; MIN6 insulin promoter-GFP reporter, high-content imaging; active compounds read high;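 active means z-score above 3 at 5 µM with at least 500 cells counted in the well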
b-catenin transl = modulators of beta-catenin nuclear translocation; HeLa beta-catenin nuclear translocation, immunofluorescence imaging; nuclear translocation activity, % at 5 µM; hit rate 0.3% among 190,000;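 active means nuclear translocation activity above 50% at 5 µM, with a well cell count of 50 or more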;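 further: per-cell ratio of nuclear to cytoplasmic median beta-catenin stain intensity; plate controls were DMSO negative control for no effect and GSK-3 inhibitor IX positive control for full effect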
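Test system: human HeLa cells, endogenous beta-catenin. Times: 24 h compound exposure, 37°C. Measured by: beta-catenin immunofluorescence imaging with DAPI.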
M17LAP inhibition = P. falciparum M17LAP inhibitors, primary screen, biochemical, fluorogenic H-Leu-NHMec substrate, 1536-well (AID 1619) | inhibition, % at 30 µM; hits with a dose series show IC50 in µM | recombinant M17LAP, H-Leu-NHMec fluorogenic kinetic assay; higher % means a stronger effect | hit rate 0.38% among 220,000;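 active means compound inhibiting the enzyme by more than half at any dose during confirmatory dose-response retesting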;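 further: plate controls were full reaction with DMSO carrier for no effect and no enzyme background for full effect; strong numbers were not always called active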
Dynein transport = blocks dynein driven cargo transport along microtubules | hit rate 0.47% among 220,000 | AID 1381 | 3617.4 mouse cells, GR-EGFP nuclear translocation imaging; test concentration mostly 20 µM; stimulated with dexamethasone, 1 µM; active compounds read low | z-score, hits read low;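 active means plate z-score of nuclear minus cytoplasmic receptor signal below a set negative limit, without overly bright fluorescence or cell loss, cut at about -3.5 in these data, passing the limit was not always enough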;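 further: z-score of nuclear minus cytoplasmic ring GR-EGFP intensity difference per well; some compounds called inactive have numbers as strong as hits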
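Buffer or medium: tet-free, stripped-serum medium; Also added: dexamethasone, 1.0 µM final; Technique: high-content fluorescence imaging after fixation; Times: 48 h induction, 1 h compound, 30 min dex at 37 °C; Read-out: per-cell GR-EGFP intensity, nucleus versus surrounding cytoplasmic ring, well-averaged.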
ER stress rescue = rescue of cells from ER stress-induced death, primary screen, 384-well, CSM14.1, thapsigargin, ATP luminescence (AID 1222) | 190,000 tested, under 10 active | CSM14.1 thapsigargin-induced death rescue, ATP luminescence; higher % means a stronger effect | cellular ATP content (survival), % at 20 µM, or EC50 in µM where a hit was titrated;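 active means EC50 below 50 µM in the dose-response confirmation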;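 further: death triggered by thapsigargin at about 15 µM added after 2 h compound pretreatment; cell ATP read after overnight thapsigargin exposure of roughly 18 to 22 hours; normalized against plate controls of thapsigargin alone and 5% DMSO vehicle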
Autophagy mod = alters autophagy in cells | MEF GFP-LC3 puncta imaging; test concentration mostly 10 µM | calls only at 10 µM (by protocol) | hit rate 0.98% among 190,000 | AID 463193;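 active means percentage of spot-positive cells more than 3 SD above its plate mean, without a fluorescence outlier flag or 80% toxicity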;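 further: spot-positive cell cutoff set from DMSO-treated cells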
M1AAP inhibition = P. falciparum M1AAP inhibitors, biochemical, fluorogenic H-Leu-NHMec substrate, 1536-well (AID 1445); recombinant M1AAP, H-Leu-NHMec fluorogenic kinetic assay; higher % means a stronger effect; one-dose inhibition, % at 30 µM; IC50 in µM for titrated hits; hit rate 0.42% among 220,000;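 active means primary inhibition above the hit cutoff, then over 50% inhibition at one or more dose response concentrations, cut at about 23% in these data, passing the limit was not always enough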;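 further: plate controls were DMSO full reaction for no effect and no enzyme background for full effect; strong numbers were not always called active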
Dynein transport cytoplasmic EGFP = also measured in Dynein transport; calls as there; z-score; measured here: cytoplasmic GR-EGFP intensity; active compounds read high
Dynein transport nuclear GR-EGFP = also measured in Dynein transport; calls as there; z-score; measured here: nuclear GR-EGFP intensity;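 lower value marks the stronger effect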
Dynein transport cell count = recorded beside Dynein transport, whose call it bears; z-score; measured here: cell count per field
Insulin prom up cell count = further read-out of Insulin prom up, marked with its call; cell count; measured here: cytotoxicity, nuclei count;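 total cells summed across four imaged fields per well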
b-catenin transl cell count 5 µM = recorded beside b-catenin transl, whose call it bears; cell count; measured here: cell count, cytotoxicity flag
MT stabilize HCS Hoechst-high % = recorded beside MT stabilize HCS, whose call it bears; % Hoechst-high responders; measured here: nuclear condensation Hoechst responders;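 share of cells brighter than vehicle mean plus two SD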
MT stabilize HCS cytotoxicity % = also measured in MT stabilize HCS; calls as there; toxicity, %; measured here: cytotoxicity by cell density;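 0% = mean cell density of plate MIN control wells and 100% = no cells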
Autophagy mod cell loss 18 h = also measured in Autophagy mod; calls as there; toxicity, %; measured here: cell loss, nuclei count;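 cell loss after 18 h compound exposure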
Starred values were filed as active, the others as inactive; i = inactive; x = not tested or not shown; & = joins results of further samples; [ ] = remark or other dose.

SMILES | MT stabilize HCS | MT stabilize HCS Hoechst-high % | MT stabilize HCS cytotoxicity % | UTI89 phage lysis | Insulin prom up | Insulin prom up cell count | b-catenin transl | b-catenin transl cell count 5 µM | M17LAP inhibition | Dynein transport | Dynein transport cytoplasmic EGFP | Dynein transport nuclear GR-EGFP | Dynein transport cell count | ER stress rescue | Autophagy mod | Autophagy mod cell loss 18 h | M1AAP inhibition
Cc1cc(/C=N/NC(=O)C(=O)NCc2ccccn2)c(C)n1-c1ccccc1 | 2.1 | 2.2 | 1.0 | 2.0%[50 µM] | 0.48 | 1223 | 1.4 | 895 | 10% | 0.26 | -0.27 | 0.24 | -0.87 | -9.7% | i | 0 | -2%
CCOCCN(C(=O)c1ccccc1Cl)c1cccc(C)c1C | x | x | x | x | -0.01 | 1103 | 0.9 | 1263 | 6% | 0.092 | -0.2 | 0.55 | -0.28 | x | x | x | 4%
COc1ccccc1NC(=O)Cn1c(C)cc(=O)c2cccc(OC)c21 | x | x | x | x | -0.12 | 990 | -0.8 | 1355 | 6% | 1.1 | -0.76 | 0.25 | -0.43 | x | x | x | -3%
CC(=O)Nc1ccc(NC(=O)Cn2c(=O)n(-c3ccccc3)c(=O)c3oc4ccccc4c32)cc1 | 3.6 | 3.2 | 7.1 | 0.3% | -0.02 | 1350 | -0.4 | 1055 | 3% | -0.77 | 0.18 | 0.045 | 0.75 | -8.0% | i | -7 | 5%
CCc1cc2c(=O)c(-c3nc4ccccc4n3C)c(COCC(=O)O)oc2cc1OC(=O)C(C)(C)C | 1.5 | 1.8 | 3.8 | 0.8% | 0.36 | 1600 | -0.1 | 1355 | 7% | 0.56 | -0.21 | 0.07 | -0.43 | -2.2% | i | 1 | 5%
COC(=O)C(C)(C)ONC(=O)Nc1ccc(Br)cc1 | 2.3 | 2.2 | 6.6 | 0.2% | -2.4 | 1021 | -0.4 | 989 | 8% | 1.4 | -0.082 | 2.4 | -1.6 | -3.9% | i | 15 | -2%
CC(C)CC(C)c1cc(N)nc2nc3ccccc3n12 (stereo unspecified) | 1.9 | 1.4 | 4.3 | 1.3% | -0.96 | 1119 | -3.0 | 1154 | 6% | 0.0034 | -0.27 | 0.052 | 0.18 | 0.0% | i | 4 | 0%
Clc1ccc(-c2nc3nc4ccccc4nc3n2Cc2ccco2)cc1 | 4.8 | 4.0 | 6.4 | 4.3% | -0.08 | 886 | 0.4 | 1009 | -10% | -0.68 | -0.23 | -0.21 | 0.063 | 0.0% | i | 19 | 7%
COc1ccc(CCNC(=S)NC(=O)c2cccc(Cl)c2)cc1OC | x | x | x | x | 0 | 1030 | -1.6 | 1436 | -4% | -0.073 | -0.28 | -0.14 | 0.29 | x | x | x | 3%
NC(=S)N/N=C1\CC(n2nnnc2-c2ccccc2Cl)C2COC1O2 (stereo unspecified) | 1.5 | 1.4 | 8.2 | -0.1% | -0.71 | 1306 | 1.1 | 1054 | -4% | 0.078 | -0.23 | 0.0091 | -0.12 | -1.1% | i | 7 | 0%
CC1(C)CN(c2ccsc2C(=O)O)C1=O | 2.1 | 2.1 | 2.4 | x | 0.28 | 1558 | -0.8 | 920 | 0% | 0.62 | -0.34 | 1.1 | -0.88 | -2.6% | i | 14 | 9%
CC(C)(C)Nc1nc(Cl)nc(NCCN2CCOCC2)n1 | x | x | x | -0.1% | 0.26 | 1092 | 1.9 | 1286 | 4% | 0.92 | -0.25 | 0.93 | 0.012 | x | x | x | -1%
COc1ccc2nc3oc(C(=O)N4CCN(c5cccc(C(F)(F)F)c5)CC4)cc3cc2c1 | 13* | 21* | 18* | 4.2% | -0.16 | 1388 | 19 | 1379 | -8% | -0.65 | -0.33 | -0.11 | 0.27 | 0.0% | i | -4 | 3%
O=c1c2oc3ccccc3c2ncn1Cc1ccc(Cl)cc1 | 1.7 | 1.4 | 5.2 | 0.4% | -1.7 | 1292 | 1.6 | 1174 | 6% | 0.31 | -0.23 | -0.35 | -0.67 | -8.6% | i | -3 | -3%
COC(=O)c1nn(-c2ccc(Cl)cc2)c(=O)cc1Sc1ccccn1 | 1.6 | 1.0 | 5.5 | 0.3% | 0.1 | 1481 | -0.6 | 1381 | -10% | 0.21 | 0.14 | -0.039 | 0.23 | 0.0% | i | 6 | 2%
N/C(=N\OS(=O)(=O)c1ccc(Cl)cc1)c1ccccn1 | 2.0 | 3.6 | 1.4 | -0.2% | x | x | 0.8 | 608 | 2% | -0.38 | -0.26 | 0.54 | -0.35 | -1.4% | i | -1 | 2%
CCOC(=O)c1noc(C)c1C(=O)Nc1nc(C)cc(C)n1 | 1.6 | 1.2 | 5.0 | 0.0% | -0.23 | 1329 | 1.5 | 1095 | -10% | 0.4 | -0.18 | 0.14 | -0.3 | -8.9% | i | 15 | -3%
Cc1cc(N/C=C\c2nnnn2-c2ccccc2)no1 | 2.8 | 3.4 | 7.6 | 2.9% | -0.74 | 1360 | x | x | -8% | -0.33 | -0.08 | -0.35 | 0.35 | 0.6% | i | 2 | 7%
S=c1[nH]ccn1-c1ccccc1Cl | x | x | x | 12% | 0.12&-0.19 | 1083&1368 | 0.2&-2.9 | 1323&1111 | 2%&3% | -0.13&-0.55 | -0.23&-0.27 | -0.028&-0.48 | 0.3&0.57 | x | x | x | 7%&5%
COCCCNC(=O)CNC(=S)N(Cc1cc(OC)c(OC)c(OC)c1)C1CCCC1 | 3.9 | 1.2 | 5.7 | 0.3% | -0.28 | 1390 | -2.9 | 1130 | 3% | 1.8 | -0.16 | 0.93 | -1.5 | -3.0% | i | 6 | 1%
C=C(C)C(=O)Nc1cccc(C2=NOC3(C2)C[C@@H](C(N)=O)N(C(=O)c2ccc(OC)cc2)C3)c1 (stereo partly specified) | x | x | x | -0.3% | 0.02 | 809 | -2.4 | 1228 | 1% | -0.48 | -0.47 | -0.17 | 0.62 | x | x | x | 3%
CCOc1cc(C)ccc1OCc1nnc(SCC(=O)c2cccc([N+](=O)[O-])c2)n1C | 2.4 | 1.0 | 8.3 | 0.1% | -0.64 | 1574 | -0.2 | 1459 | 10% | -2.1 | 1.3 | -0.59 | 1.3 | 2.1% | i | 24 | -2%
O=C(O)c1ccc(NS(=O)(=O)/C=C/c2ccccc2)cc1O | 5.8 | 3.0 | 6.1 | 5.1% | 2.4 | 1199 | -6.3 | 849 | -42% | -0.24 | -0.22 | 0.083 | 0.55 | -2.5% | i | 3 | 7%
O=C(O)CNC(=O)CC1S/C(=N/N=C/c2ccccc2O)NC1=O (stereo unspecified) | 4.9 | 0.8 | 11 | 0.1% | 0.1 | 1267 | -1.6 | 1035 | 36% | 1.8 | 0.008 | 0.53 | -1.1 | -0.8% | i | -2 | 3%
O=C(Nc1ccccc1)c1ccccc1OCc1ccc(S(=O)(=O)N2CCOCC2)cc1 | 2.2 | 1.9 | 4.4 | 0.5% | 0.7 | 1134 | -2.7 | 1075 | 0% | -0.98 | -0.23 | -0.21 | 0.49 | -7.3% | i | 35 | 4%
CSc1ncccc1C(=O)OCc1ccc(COC(=O)c2cccnc2SC)cc1 | 1.0 | 1.2 | 3.6 | x | x | x | 8.1 | 973 | -8% | 0.16 | -0.18 | 0.76 | 0.016 | 1.5% | i | 9 | -8%
CC1=CC(C)(C)N(C(=O)CSc2nnc(-c3ccccc3)o2)c2ccc(C)cc21 | 3.1 | 2.2 | 11 | 2.3% | -0.67 | 1111 | -3.1 | 1170 | -12% | -0.91 | -0.39 | -0.56 | 1.4 | -3.2% | i | 3 | -6%
COc1cc2c(=O)nc3n(c2cc1OC)C(c1ccccc1)N=C(N)N3 (stereo unspecified) | 1.8 | 1.1 | 8.2 | x | -0.03 | 1336 | x | x | 7% | -0.84 | -0.22 | -0.16 | -0.045 | x | i | -2 | 16%
CCOC(=O)c1c(COc2ccccc2)oc2ccc(O)cc12 | 1.3 | 0.7 | 4.6 | x | -0.26 | 983 | -0.1 | 1076 | -6% | -0.33 | -0.00085 | -0.091 | 0.83 | -0.9% | i | 4 | 8%
O=C(CCCOc1ccc(Cl)cc1Cl)NCCCn1ccnc1 | 0.9 | 2.4 | 15 | 3.3% | 0.08 | 1426 | 0.8 | 1458 | -2% | -1.6 | -0.36 | -0.81 | 0.95 | 0.5% | i | 8 | 5%
c1nc2n(n1)C1=C(CCCC1)C1(CCCCC1)N2 | 3.1 | 2.8 | 6.9 | 5.0% | 0.08 | 1332 | -1.5 | 1094 | 1% | 1.9 | -0.28 | 1.3 | -1.1 | 0.1% | i | -4 | 0%
Cc1ccccc1NS(=O)(=O)c1cc(C(=O)Nc2cccc(N(C)S(C)(=O)=O)c2)ccc1C | 2.8 | 2.4 | 3.0 | 0.2% | -1.1 | 1279 | 0.1 | 1420 | -2% | -0.44 | -0.07 | 0.18 | 0.31 | -1.4% | i | -28 | 5%
CC(=O)Nc1ccc(S(=O)(=O)Nc2nc3ccccc3nc2N2CCCCCC2)cc1 | 1.2 | 1.4 | 7.7 | -0.8% | 0.71 | 1588 | -1.8 | 1371 | 2% | 1 | -0.18 | 1.6 | -1 | -1.6% | i | -21 | 14%
